High-throughput results from PubChem.
Pf apPOL inh – Pf-apPOL inhibitors, biochemical, fluorescence. actives 0.25% (n = 210,000). inhibition, % at 10 µM. Plasmodium falciparum apicoplast DNA polymerase (apPOL). AID 1794808, 2022. Recombinant Pf-apPOL, molecular beacon fluorescence, 1.5 h
mHTT CaM bind – mutant huntingtin-calmodulin interaction inhibitors – biochemical, AlphaScreen, primary screen; P42858; AlphaScreen His-mHTT/GST-CaM binding, luminescence; inhibition, % at 15 µM; actives 3.6% (n = 190,000); AID 1671202, 2021;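 further: 0% = both proteins with DMSO and 100% = one protein alone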
Target sequence (P42858 whole entry, looked up, stated change not applied): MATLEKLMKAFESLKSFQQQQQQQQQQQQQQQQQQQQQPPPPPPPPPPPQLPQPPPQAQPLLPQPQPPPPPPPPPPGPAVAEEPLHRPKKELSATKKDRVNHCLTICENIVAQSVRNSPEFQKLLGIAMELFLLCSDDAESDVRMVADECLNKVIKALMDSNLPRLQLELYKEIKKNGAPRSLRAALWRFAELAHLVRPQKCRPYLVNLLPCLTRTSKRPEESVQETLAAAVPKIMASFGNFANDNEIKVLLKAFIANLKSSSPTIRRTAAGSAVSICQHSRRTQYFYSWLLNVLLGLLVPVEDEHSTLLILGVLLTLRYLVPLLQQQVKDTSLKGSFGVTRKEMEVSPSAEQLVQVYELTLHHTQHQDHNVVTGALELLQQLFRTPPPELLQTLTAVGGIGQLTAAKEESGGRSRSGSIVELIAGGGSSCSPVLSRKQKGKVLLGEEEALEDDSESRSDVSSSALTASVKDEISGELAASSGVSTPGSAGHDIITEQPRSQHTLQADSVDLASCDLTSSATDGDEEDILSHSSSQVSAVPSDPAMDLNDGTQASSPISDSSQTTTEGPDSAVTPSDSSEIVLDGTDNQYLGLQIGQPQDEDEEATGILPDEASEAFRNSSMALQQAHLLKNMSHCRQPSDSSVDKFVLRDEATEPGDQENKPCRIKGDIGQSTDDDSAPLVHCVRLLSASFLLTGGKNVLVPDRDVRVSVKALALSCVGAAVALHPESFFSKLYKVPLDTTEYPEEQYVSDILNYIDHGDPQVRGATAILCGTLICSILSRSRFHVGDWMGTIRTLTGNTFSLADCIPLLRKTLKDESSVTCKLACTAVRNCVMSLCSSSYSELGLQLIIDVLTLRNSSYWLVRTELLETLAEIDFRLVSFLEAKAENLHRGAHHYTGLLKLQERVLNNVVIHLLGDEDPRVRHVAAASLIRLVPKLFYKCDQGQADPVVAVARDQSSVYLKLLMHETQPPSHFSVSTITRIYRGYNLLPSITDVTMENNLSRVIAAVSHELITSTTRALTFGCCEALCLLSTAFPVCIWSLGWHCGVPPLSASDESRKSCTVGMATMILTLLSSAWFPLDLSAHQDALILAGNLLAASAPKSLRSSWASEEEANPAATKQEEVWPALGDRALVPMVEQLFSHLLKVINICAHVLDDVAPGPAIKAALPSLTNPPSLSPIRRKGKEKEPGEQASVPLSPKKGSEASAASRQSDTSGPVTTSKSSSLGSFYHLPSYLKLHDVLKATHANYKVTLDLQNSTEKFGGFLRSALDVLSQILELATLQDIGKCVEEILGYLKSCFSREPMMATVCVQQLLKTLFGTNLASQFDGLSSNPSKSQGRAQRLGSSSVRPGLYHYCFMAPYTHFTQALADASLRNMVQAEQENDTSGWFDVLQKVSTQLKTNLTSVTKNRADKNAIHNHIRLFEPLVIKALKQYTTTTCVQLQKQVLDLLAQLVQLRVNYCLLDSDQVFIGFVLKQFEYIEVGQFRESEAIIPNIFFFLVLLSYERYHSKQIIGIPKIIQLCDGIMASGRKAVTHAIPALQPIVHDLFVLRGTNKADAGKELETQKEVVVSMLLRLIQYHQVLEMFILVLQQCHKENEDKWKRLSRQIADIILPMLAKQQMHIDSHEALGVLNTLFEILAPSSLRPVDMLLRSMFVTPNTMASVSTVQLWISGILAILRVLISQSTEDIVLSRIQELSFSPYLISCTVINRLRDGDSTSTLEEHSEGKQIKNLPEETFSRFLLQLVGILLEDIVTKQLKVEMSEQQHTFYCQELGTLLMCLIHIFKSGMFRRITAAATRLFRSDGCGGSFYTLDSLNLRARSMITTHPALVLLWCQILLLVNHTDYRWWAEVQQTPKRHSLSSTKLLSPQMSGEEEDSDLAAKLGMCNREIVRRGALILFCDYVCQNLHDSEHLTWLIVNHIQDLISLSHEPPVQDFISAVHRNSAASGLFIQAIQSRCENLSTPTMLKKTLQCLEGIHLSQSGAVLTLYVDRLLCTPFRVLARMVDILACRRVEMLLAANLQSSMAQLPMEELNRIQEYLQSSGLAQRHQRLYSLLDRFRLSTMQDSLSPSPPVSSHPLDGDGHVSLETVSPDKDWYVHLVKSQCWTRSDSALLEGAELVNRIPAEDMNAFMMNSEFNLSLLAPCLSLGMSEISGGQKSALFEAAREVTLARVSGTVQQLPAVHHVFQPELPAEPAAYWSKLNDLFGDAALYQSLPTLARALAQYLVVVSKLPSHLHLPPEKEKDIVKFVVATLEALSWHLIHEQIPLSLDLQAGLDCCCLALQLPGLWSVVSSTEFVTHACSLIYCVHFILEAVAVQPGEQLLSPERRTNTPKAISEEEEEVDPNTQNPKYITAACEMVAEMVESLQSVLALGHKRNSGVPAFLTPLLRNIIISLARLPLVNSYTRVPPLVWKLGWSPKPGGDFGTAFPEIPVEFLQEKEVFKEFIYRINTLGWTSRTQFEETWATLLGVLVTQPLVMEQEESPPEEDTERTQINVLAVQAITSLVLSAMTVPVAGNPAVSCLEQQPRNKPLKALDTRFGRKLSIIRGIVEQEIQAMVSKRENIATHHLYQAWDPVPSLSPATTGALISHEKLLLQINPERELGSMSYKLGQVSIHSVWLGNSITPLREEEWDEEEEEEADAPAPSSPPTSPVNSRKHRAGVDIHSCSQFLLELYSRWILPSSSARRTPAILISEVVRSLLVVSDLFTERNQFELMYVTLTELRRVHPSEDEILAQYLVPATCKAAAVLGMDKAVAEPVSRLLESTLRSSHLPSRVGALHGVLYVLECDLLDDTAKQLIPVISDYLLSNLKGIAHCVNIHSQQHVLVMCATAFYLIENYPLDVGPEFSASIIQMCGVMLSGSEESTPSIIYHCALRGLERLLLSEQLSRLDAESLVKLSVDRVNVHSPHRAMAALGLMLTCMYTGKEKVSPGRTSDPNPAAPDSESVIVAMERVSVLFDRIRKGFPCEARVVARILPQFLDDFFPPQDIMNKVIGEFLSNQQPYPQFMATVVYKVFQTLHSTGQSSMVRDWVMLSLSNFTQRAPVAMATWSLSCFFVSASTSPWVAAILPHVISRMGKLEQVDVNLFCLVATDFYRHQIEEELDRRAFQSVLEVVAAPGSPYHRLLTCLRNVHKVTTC
The depositor's hits bear a star; / = not tested or not shown; & = joins results of further samples. No stated cut-off is given here; in the data, active means inhibition above about 50%; inactive means the rest.

SMILES | Pf apPOL inh | mHTT CaM bind
O=c1nc(SCc2ccc(Cl)cc2)c2c(n1CC1CCCO1)CCC2 (configuration not stated) | -14 | 13
O=C1C2C(c3ccccc3)C=CC(c3ccccc3)C2C(=O)N1c1ccccc1O (configuration not stated) | -8 | 36
Cc1c(C2=N/C(=C/c3cccc(F)c3)C(=O)O2)cccc1[N+](=O)[O-] | -10 | 5
O=C(NCCc1ccccc1Cl)c1cc2n(n1)CCCN(Cc1cccc(F)c1)C2=O | -3 | -2
CCCNC(=O)C1CCCN(c2nnc3ccccn23)C1 (configuration not stated) | -6 | -2
O=C(c1ccc(Cl)s1)N1CCC(Nc2ncnc3c2CCC3)C1 (configuration not stated) | 0 | 7
COc1cc2c(cc1OC)C(C1=NC(C)(C)Cc3ccccc31)=NC(C)(C)C2 | -2 | 13
CCCC[C@@]1(C2CCCC2)Cc2cc(OCC(=O)O)c(Cl)c(Cl)c2C1=O | 0 | /
COc1ccc(-c2nc3cccnc3n2C2CCN(C(=O)c3cccc(OC)c3)C2)cc1 (configuration not stated) | 1 | 44
Cc1cccc(NC(=O)c2ccc3ccccc3n2)n1 | 2 | -12
c1ccc2c(OCCOc3cccc4ccccc34)cccc2c1 | -9&0 | /
Cc1cc2nc(C(=O)Nc3ccc(F)c(F)c3)cc(C)n2n1 | 0 | -10
Cc1ccc(N2CC(C(=O)NCCn3cnc(-c4ccccc4)cc3=O)CC2=O)cc1C (configuration not stated) | -12 | 20
COc1c(-c2cc(C(F)(F)C(F)F)[nH]n2)c(O)c(OC)c2occc12 | -3 | 21
Cc1nc(CC(=O)O)cs1 | 12 | /
CN(CCNC(=O)C1CCN(c2nc3cccnc3s2)CC1)C1CCCCC1 | -3 | -3
COc1ccc(/C=C2/N=C(c3cc([N+](=O)[O-])ccc3Cl)OC2=O)c(OC)c1OC | 4 | 2
CCN1CCN(Cc2c(O)ccc3c(=O)c(-c4ccc(Cl)cc4)c(C(F)(F)F)oc23)CC1 | 3 | -1
C=CCc1ccccc1OCC(=O)O | -5 | -9
Cc1ccc(C2Cn3nnc(C(=O)N4CCN(C(=O)c5cccc(C)c5)CC4)c3CO2)cc1 (configuration not stated) | -11 | 9
CCc1nnc(NS(=O)(=O)c2ccc(N/C=C/C(=O)c3cccc(OC)c3)cc2)s1 | 2 | 7
Cc1cc(C)n(Cn2nc(N)cc2C)n1 | / | 1
Nc1cc(N)nc(SCC(=O)c2ccccc2)n1 | 4 | -2
O=C(CNC(=O)C12CC3CC(CC(C3)C1)C2)N1CCOC(c2ccccc2)C1 (configuration not stated) | -3 | 7
CC(C)c1cc(C2CCCN2C(=O)c2cc(-c3ccccc3)on2)on1 (configuration not stated) | 5 | -8
Cn1ncc(N2CCC(C(=O)NCc3cc(F)ccc3F)CC2)cc1=O | 1 | -9
CC(C)Cc1ccc(S(=O)(=O)N2CCC3(CC2)NCCN=C3NC2CCCCC2)cc1 | 5 | 3
CCOc1ccc(C(=O)Nc2c3c(nn2-c2ccc(C)cc2)CS(=O)(=O)C3)cc1OCC | 1 | 9
C=CCN=C1SC(CC)C(=O)N1S(=O)(=O)c1ccc(C)cc1 (configuration not stated) | -2 | -8
COc1ccc(C2C(C(=O)c3ccco3)=C(O)C(=O)N2Cc2cccnc2)cc1 (configuration not stated) | -1 | 6
O=C(c1ccc(F)cc1)N1CCC(CCOc2cccc(F)c2)CC1 | -2 | -19
O=C(c1ccc(Cl)c(Cl)c1)N1CCCc2ccccc21 | -3 | -16
COC(=O)c1ccc(C=C2Oc3cc(OS(=O)(=O)c4ccc(OC)cc4)ccc3C2=O)cc1 | 6 | 6
N#CC1=C(N)Oc2oc3ccccc3c(=O)c2C1c1ccc(F)cc1 (configuration not stated) | -8 | 1
CCCc1[nH]nc2c1C(c1ccc(OC)c(OC)c1OC)C(C#N)=C(N)O2 (configuration not stated) | -4 | 0
O=C(NCc1cccs1)C1CCN(c2nccn3nc(-c4ccc(F)cc4)cc23)CC1 | 6 | -3
CC(C)(C)C(=O)/C=C(\N)C(Cl)(Cl)Cl | -2 | -9
CCNc1cc(N2CCC(CCC(=O)N3CCC(C(=O)OCC)CC3)CC2)ncn1 | -6 | 5
COc1cccc(CNC(=O)C(=O)NCC(O)c2cccc3ccccc23)c1 (configuration not stated) | -8 | -14
O=C(NCc1ccco1)c1nc(-c2cccc(F)c2)n2c1CCCCC2 | 3 | 16
CSc1nc2ccc(NC(=O)C3CCCCC3)cc2s1 | -1 | 3
O=C(NCCN1CCOCC1)C(=O)NCC1CCN(Cc2cccs2)CC1 | -6 | 2
CC(O)(CNC(=O)c1ccc(Br)o1)c1ccco1 (configuration not stated) | -4 | -13
CC(NC(=O)Cc1cc(-c2ccc(F)cc2)on1)c1ccccc1 (configuration not stated) | -3 | -20
O=C(Nc1ccc2c(c1)OCCO2)N1CCCC1c1ccccc1F (configuration not stated) | -4 | -8
Cc1oc(C2CCN(C(=O)c3ccc(C(C)(C)C)cc3)CC2)nc1C(=O)N1CCCC1 | -7 | 28
CC(C)CC1=NN(C(=O)c2cccc(Cl)c2)C(O)(C(F)(F)F)C1 (configuration not stated) | 2 | -23
Cc1ccccc1CNC(=O)c1nnn(-c2ccccc2)c1-c1ccncc1 | -2 | 13

Single records, as listed above. Values in the order: Pf apPOL inh | mHTT CaM bind
Record of Cc1oc(C2CCN(C(=O)c3ccc(C(C)(C)C)cc3)CC2)nc1C(=O)N1CCCC1 → -7 | 28
Record of O=C(NCCN1CCOCC1)C(=O)NCC1CCN(Cc2cccs2)CC1 → -6 | 2
Record of CC(NC(=O)Cc1cc(-c2ccc(F)cc2)on1)c1ccccc1 (configuration not stated) → -3 | -20

Additional compounds follow:
SMILES | Pf apPOL inh | mHTT CaM bind
c1cncc(CN2CCCC(c3n[nH]c(C4CC4)n3)C2)c1 (configuration not stated) | -6 | -8
C=CCN(C)C(=O)c1cnn2c3c(cnc12)CCCCCC3 | -2 | -1
O=C(c1ccc(F)cc1)N1CCN(Cc2ccncc2)CC1 | 3 | -3
c1ccc(-c2csc(NCc3ccco3)n2)nc1 | -18 | 99*
O=C(Cn1nc(-c2ccc3c(c2)OCO3)ccc1=O)Nc1ccccc1[N+](=O)[O-] | -6 | -8
Cc1ccc(-c2cc(-c3cccc4nc(C)oc34)n[nH]2)c(O)c1 | -12 | 45
COc1cccc(/C=C2/SC(=Nc3ccccc3)NC2=O)c1 | -5 | 11
COc1ccc(C)cc1NC(=O)NCCC1CCN(S(=O)(=O)c2ccccc2)CC1 | -1 | 26
Cn1cnc2cc(NCc3ccc(Br)cc3)ccc21 | 5 | 16
CC1C(=O)N(c2ccc(F)c(Cl)c2)CCN1C(=O)C1CCCC1 (configuration not stated) | -4 | -5
CN(C(=O)C1CCN(c2ncnc3c2nc2n3CCCCC2)CC1)c1ccccc1Cl | -2 | 8
COc1ccc(-c2cc(C(F)(F)F)n3nc(C(=O)N(C)CCC#N)cc3n2)cc1OC | -2 | -1
Cn1c(SCc2ccc(C(F)(F)F)cc2)nnc1C(F)(F)F | -1&-21 | /
CC(=O)N1C(=O)C2(C(C#N)=C(N)Oc3n[nH]c(-c4ccncc4)c32)c2ccccc21 (configuration not stated) | -1 | 1
O=S(=O)(c1ccc(OC(F)(F)F)cc1)N1CCC(c2nnc(C(F)(F)F)o2)CC1 | -6 | -16
CCN(CC)S(=O)(=O)c1ccc(OC)c(NC(=O)Cc2cccs2)c1 | -8 | 12
CC12CCC(C(=O)Nc3ccccc3F)(CC1=O)C2(C)C (configuration not stated) | 6&-1 | 1&2
COc1ccc(CN2C(=O)c3ccccc3C2C(=O)NC2CCCCCCC2)cc1 (configuration not stated) | -14 | -3
COc1ccc(Cl)cc1NS(=O)(=O)c1cc(C)ccc1OC | -7 | 0
O=C(c1nc(C2CCCC2)nc2c1OCCO2)N1CCCC1 | 0 | 13
O=C(O)CC(CC(=O)Nc1ccc(I)cc1F)c1ccc(C(F)(F)F)cc1 (configuration not stated) | -42 | /
O=C(NCc1ccc(Cl)cc1)C1CCc2nc(N3CCOCC3)ncc2C1 (configuration not stated) | -14 | 5
N#Cc1c2c(c(N3CCOCC3)n3c1nc1ccccc13)CCC2 | 4 | 10
O=C(NCC1CC1)c1cn2c(n1)CCCC2 | -5 | -7

Continued, overlapping the part above by six compounds.
SMILES | Pf apPOL inh | mHTT CaM bind
COc1ccc(Cl)cc1NS(=O)(=O)c1cc(C)ccc1OC | -7 | 0
O=C(c1nc(C2CCCC2)nc2c1OCCO2)N1CCCC1 | 0 | 13
O=C(O)CC(CC(=O)Nc1ccc(I)cc1F)c1ccc(C(F)(F)F)cc1 (configuration not stated) | -42 | /
O=C(NCc1ccc(Cl)cc1)C1CCc2nc(N3CCOCC3)ncc2C1 (configuration not stated) | -14 | 5
N#Cc1c2c(c(N3CCOCC3)n3c1nc1ccccc13)CCC2 | 4 | 10
O=C(NCC1CC1)c1cn2c(n1)CCCC2 | -5 | -7
O=C(CCC1=NS(=O)(=O)c2ccccc2N1)N1CCN(c2ccccc2F)CC1 | -7 | -6
O=[N+]([O-])c1ccc(N2CCN(C3CCCCCC3)CC2)cc1 | 1 | 8
Cc1cc(C)cc(S(=O)(=O)N2CCCC(C)(C(=O)NCc3ccc(F)cc3)C2)c1 (configuration not stated) | 0 | 52*
O=C(Nc1nc2c(s1)C(=O)CCC2)c1cnc2ccccc2n1 | 10 | 5
Cc1ccc(NC(=O)c2cccnc2Sc2cccc(C(F)(F)F)c2)cc1 | -6 | /
c1coc(-c2nc3sc4c(NCCN5CCOCC5)ncnc4c3c3c2CCCC3)c1 | -5 | 24
O=C(Nc1ccc2c(c1)OCO2)C(=O)NC1CCCC1 | -9 | -3
CCOc1ccc2nc(SCC(=O)Nc3ncccn3)sc2c1 | -3 | -3
CCn1c(=O)c(N2CCN(S(=O)(=O)c3ccc(Cl)s3)CC2)nc2ccncc21 | -1 | 9
CCOc1ccc(CCNC(=O)C2CCN(c3nc4ccc(C)cc4[nH]3)CC2)cc1OCC | -16 | 16
CCOc1ccc(OCC)c(NC(=O)C(NS(=O)(=O)c2cccs2)c2ccccc2)c1 (configuration not stated) | 1 | 3
O=C(Nc1ccc(F)cc1)c1cn(-c2ccc(Cl)cc2)c(=O)c2ccccc12 | 2 | -3
Cc1ccc(Cc2c(C)nc3nc(SCC(=O)NC(C)(C)C)nn3c2C)cc1 | -4 | 3
CCCS(=O)(=O)N1CCc2c(c(CN(C(C)=O)c3ccccc3)nn2C)C1 | -2 | 1
Cc1cc(Br)ccc1OCC(=O)N1CCN(c2ccccc2)CC1 | -3 | -6
CNC(=O)Nc1ccc(C2(C(=O)Nc3ccc4c(c3)CCC4)CCC2)cc1 | -1 | 0
Cc1cccc2c(C(=O)N(C)C)cc(N3CCOCC3)nc12 | -14 | -8
O=c1c2c(nc3cc(-c4ccccc4Cl)[nH]n13)CCNC2 | 0 | 3
Cc1ccc(N2CCC(NC(=O)c3ccc(F)c(F)c3)C2=O)cc1C (configuration not stated) | 1 | -3
CC(C)=C1C2C=CC1C1C(=O)N(c3cccc(C(F)(F)F)c3)C(=O)C21 (configuration not stated) | -10 | -1
COc1cc([N+](=O)[O-])ccc1NC(=O)c1c(F)c(F)c(F)c(F)c1F | -2 | 2
Cc1ccc(-c2ccc([C@H]3[C@H]4C=CC[C@@H](C)[C@@H]4C(=O)N3Cc3ccccc3)c(F)c2)cc1 | -7 | -10
O=C(Nc1ccc(Cl)cc1)N1CCc2ccccc21 | -9 | -20
Cc1ccccc1NC(=O)N1CCCC1c1cc(C(C)C)no1 (configuration not stated) | 1 | 0
O=C(Cn1cc(F)c(=O)n(CC(=O)Nc2ccccc2Cl)c1=O)Nc1ccccc1Cl | -9 | 12
O=C(Nc1ccc(-c2nc3ncccc3o2)cc1)c1ccccc1 | 11 | -5
Cc1[nH]c2ccccc2c1SCCNC(=O)c1ccc(Cl)cc1 | -3 | 23
Cc1cc(C)c2c(N3CCSCC3)nc(C(=O)N3CCC(C)CC3)nc2n1 | 0 | 7
N[C@H](C(=O)O)[C@H](Cc1ccccc1)C(=O)O | 13 | /
CCc1nc(-c2c(C)cc(C)nc2NC(=O)c2ccc(Cl)cc2)no1 | 0 | -6
N#Cc1c(-c2cccnc2)c2c([nH]c1=O)-c1ccccc1SC2 | 0 | /
CCCC(=O)N1CCCC1c1nc2cc(-c3cccc(F)c3)ccc2o1 (configuration not stated) | -5 | 33
CCOC(=O)c1[nH]c(C)c(C(=O)O)c1C | 3 | 0

Looked up one by one from the entries so far:
SMILES | Pf apPOL inh | mHTT CaM bind
CCc1nc(-c2c(C)cc(C)nc2NC(=O)c2ccc(Cl)cc2)no1 | 0 | -6
O=C(Nc1ccc(F)cc1)c1cn(-c2ccc(Cl)cc2)c(=O)c2ccccc12 | 2 | -3
c1ccc(-c2csc(NCc3ccco3)n2)nc1 | -18 | 99*

2 successive records out of the list so far:
SMILES | Pf apPOL inh | mHTT CaM bind
CCCC(=O)N1CCCC1c1nc2cc(-c3cccc(F)c3)ccc2o1 (configuration not stated) | -5 | 33
CCOC(=O)c1[nH]c(C)c(C(=O)O)c1C | 3 | 0
